GCN5L2 inh = qHTS Assay for Inhibitors of GCN5L2; Histone acetyltransferase KAT2A (Homo sapiens), Q92830; GCN5L2 HAT assay, ThioGlo1 CoA-SH fluorescence; Potency, µM (doses to about 58.9 µM), without a hit: at the top dose activity change, negative = inhibition, usual class: inhibitors; 390,000 tested, 0.21% active; AID 504327, 2011; active = well fitted inhibition curve with a large enough effect; inconclusive = small, poorly fitted or top-dose-only effect, or another doubt; inactive = no such curve, though single readings can be large or run the other way
Target sequence (Q92830 whole entry, looked up): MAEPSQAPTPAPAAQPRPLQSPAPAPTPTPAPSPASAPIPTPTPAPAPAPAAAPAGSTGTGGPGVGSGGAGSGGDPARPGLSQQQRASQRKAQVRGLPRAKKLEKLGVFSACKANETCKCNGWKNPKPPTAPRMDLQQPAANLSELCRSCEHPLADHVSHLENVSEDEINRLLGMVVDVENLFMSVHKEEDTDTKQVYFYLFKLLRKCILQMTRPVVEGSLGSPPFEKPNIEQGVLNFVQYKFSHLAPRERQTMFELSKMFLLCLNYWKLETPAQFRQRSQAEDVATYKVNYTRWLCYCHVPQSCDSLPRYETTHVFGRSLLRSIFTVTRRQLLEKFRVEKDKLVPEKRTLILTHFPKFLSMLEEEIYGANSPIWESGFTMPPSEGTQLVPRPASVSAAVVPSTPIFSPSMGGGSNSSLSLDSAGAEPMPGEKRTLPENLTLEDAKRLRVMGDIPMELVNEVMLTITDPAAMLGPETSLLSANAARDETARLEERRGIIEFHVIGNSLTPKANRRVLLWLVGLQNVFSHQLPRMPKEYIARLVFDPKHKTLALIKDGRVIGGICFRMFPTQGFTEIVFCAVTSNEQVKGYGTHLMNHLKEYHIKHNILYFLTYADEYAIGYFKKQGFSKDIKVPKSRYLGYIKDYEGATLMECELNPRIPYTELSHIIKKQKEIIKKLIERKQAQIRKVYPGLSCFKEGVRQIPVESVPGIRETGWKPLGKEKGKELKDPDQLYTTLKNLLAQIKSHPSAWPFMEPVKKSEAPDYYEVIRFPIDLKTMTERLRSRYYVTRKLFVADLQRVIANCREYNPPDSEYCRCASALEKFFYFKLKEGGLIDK
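ThioGlo1-coupled HAT assay: 20nM GCN5L2, 70uM acetyl-CoA, 75uM H3(1-25) peptide, pH 7.5. Fluorescence read at 340/540nm at start and after 20 min at room temperature.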
* = called active by the depositor; u = inconclusive; & = joins results of further samples; [ ] = dose if it differs, or a comment. % is scaled to controls: 0 for no effect and ±100 for the full control effect; potency is read from the fitted curve at half-maximal effect.

Structure	GCN5L2 inh
CC[C@H](C)[C@H](N)C1=N[C@H](C(=O)N[C@@H](CC(C)C)C(=O)N[C@@H](CCC(=O)O)C(=O)N[C@@H](C(=O)N[C@H]2CCCCNC(=O)[C@@H](CC(N)=O)NC(=O)[C@@H](CC(=O)O)NC(=O)[C@@H](Cc3cnc[nH]3)NC(=O)[C@@H](Cc3ccccc3)NC(=O)[C@@H]([C@@H](C)CC)NC(=O)[C@@H](CCCN)NC2=O)[C@@H](C)CC)CS1	-3%[21.4 µM]
O=C1C2=C(C(=O)c3ccccc31)C1O[C@](CCCCN3C(=O)c4ccccc4C3=O)(Cc3ccccc31)O2	u
CNC1CCc2cc(OC)c(OC)c(OC)c2-c2ccc(OC)c(=O)cc21 (stereo unspecified)	-11%
CN1C(=O)CC[C@@H]1c1cccnc1	4%[21.4 µM]
CCc1c(C)nc(N)n2c(SCC(=O)N3CCN(c4ccccc4F)CC3)nnc12	0%
Cc1ccc(O)c(C(=O)c2cnn(C(=O)COc3ccccc3C#N)c2)c1	-1%
COc1cccc(-n2c(CN3CCN(Cc4ccccc4)CC3)nc3ccc([N+](=O)[O-])cc3c2=O)c1	-1%
Cn1nc(OC(=O)Nc2ccc(Cl)cc2)cc1C(F)(F)F	0%
CCCCCCCC(=O)OCCOC(=O)CCCCCCC	15%
CC(C)(C)c1ccc(CN2CCN([C@H](c3ccccc3)c3ccc(Cl)cc3)CC2)cc1	36%
O=C(O)CNS(=O)(=O)c1ccc(-c2ccccc2)cc1	0%
Cc1ccc(NS(=O)(=O)c2cccc(C(=O)NN3CCOCC3)c2)cc1	-4%
O=C(OCCN1C(=O)c2cccc3c(N4CCOCC4)ccc(c23)C1=O)c1cc(Cl)cc(Cl)c1	-7%
CC1(C(=O)CSc2ncn[nH]2)CCC(=O)O1 (stereo unspecified)	u
O=C(OCC#CCSc1nnc(-c2cccc3ccccc23)o1)c1ccc2ccccc2c1	-8%&1%
O=C(c1ccco1)n1nc(-c2ccc(Cl)cc2)nc1NCc1ccc(F)cc1	-4%
CC(C)C(=O)SCCCCCCC(=O)Nc1nc(-c2ccccc2)cs1	-18%
CCc1nnc(NC(=O)CN2C(=O)/C(=C/c3ccc(OC)c(OC)c3)SC2=S)s1	-5%
Cc1cccc(N2CCCn3c2nc2c3c(=O)n(CC(=O)OCc3ccccc3)c(=O)n2C)c1	0%
COc1ccc(C(=O)n2ccc(C)n2)cc1Br	-2%
O=C(O)/C(=C/c1c(C(=O)O)[nH]c2cc(Cl)cc(Cl)c12)c1ccccc1	-18%
O=C(O)c1cc(-c2ccc(O)cc2)nc2ccccc12	-8%
CCOC(=O)Cn1c(=O)c2c(nc(Br)n2Cc2ccccc2)n(C)c1=O	-1%
CCOc1cccc(/C(O)=C2/C(=O)C(=O)N(CCN3CCOCC3)C2c2ccncc2)c1 (stereo unspecified)	-6%
COc1cc(/C=C2/C(=N)N3C(=NC2=O)SN=C3S(=O)(=O)C(C)C)ccc1OS(=O)(=O)c1ccccc1	u
CCCCCCN(C(=O)CCCCCN1C(=O)NC(c2ccc(-c3ccccc3)cc2)C(C(=O)OCc2ccccc2)=C1C)C(C(=O)NCCCC)c1ccc(O)cc1 (stereo unspecified)	-4%
COc1cccc(C(=O)N2CCN(C3CCN(Cc4ccccc4)CC3)CC2)c1	-5%
O=C([O-])[C@@H]1[O][Sb+]([O][Sb+]2[O][C@H]([C@H](O)CO)[C@H](O)[C@H](C(=O)[O-])[O]2)[O][C@H]([C@H](O)CO)[C@@H]1O	31%[activator]
CCN(CC)CCCN1C(=O)C(=O)/C(=C(/O)c2ccc3c(c2)CC(C)O3)C1c1ccncc1 (stereo unspecified)	-2%
COc1ccc(-c2nnc3n2N=C(c2cccc(Br)c2)CS3)cc1OC	-9%
COc1ccc(Cc2nnc(NC(=O)CSc3ccc(Cl)cc3)s2)cc1OC	21%
O=C(CNc1c(Br)cc(Br)cc1Br)NN=C1CCCCC1	-3%
Fc1ccccc1-c1nc(-c2ccc(-c3nn[nH]n3)cc2)no1	-5%
Cn1c(=O)[nH]c(=O)c2c1nc(N1CCCCCC1)n2CCCSc1nnnn1-c1ccccc1	-1%
COCCn1c(-c2ccc(Cl)cc2)nc2c(c(=O)c3ccccc3n2C)c1=O	20%
O=C(NCCNC1CCN(Cc2ccccc2)CC1)c1cccs1	-4%[0.501 µM]
CCCCc1c(O)nc(SCCC(=O)O)[nH]c1=O	-10%
Cc1ccc(S(=O)(=O)c2c[nH]c3cc4c(cc3c2=O)OCO4)cc1	-14%
COc1cccc(NC(=O)C2CCCN2S(=O)(=O)c2ccc3nc(-c4ccccc4)[nH]c3c2)c1 (stereo unspecified)	-3%
COc1ccccc1NC(=O)C(=O)NNC(=O)COc1ccc2ccccc2c1	-3%
OC[C@@H]1O[C@H](OC2[C@@H](O)[C@@H](O)C(O)O[C@@H]2CO)[C@H](O)[C@@H](O)[C@@H]1OC1O[C@H](CO)[C@@H](O)[C@H](O)[C@@H]1O (stereo partly specified)	-11%
Cc1cnc(C(=O)O)cn1	-8%
CCOC(=O)/C(C#N)=C1\SS/C(=C(/C#N)C(=O)OCC)S1	-18%
CCOC(=O)c1c(N)c(C#N)nn1-c1ccccc1C(=O)OC	0%
Cc1sc(NC(=O)CN(C)C2CCCCC2)nc1-c1ccc2c(c1)CCN2S(=O)(=O)c1ccccc1	-6%[0.501 µM]
Cc1ccc2c(c1)c(N1CCCC1=O)c(C(=O)Nc1ccc(F)cc1F)n2C	-1%
COc1cccc(-c2nnc(N(C)C(=O)c3ccno3)s2)c1	-2%
COC(=O)CCC(=O)OC1(C)C(=O)C2=CN(CCN3CCOCC3)C(c3ccc(OC)cc3)=CC2=C(Br)C1=O (stereo unspecified)	57%[activator]
O=C(NCc1ccco1)c1ccc2nc3sc4c(c3c(=O)n2c1)CCCC4	-2%
Nc1ccc(C(=O)Oc2ccc([N+](=O)[O-])cc2)c(O)c1	-1%
CC(=O)N1C(=O)N(C)C2C1N(C)C(=O)N2C(C)=O (stereo unspecified)	-1%
O=C(Nc1ccc(F)cc1)C1=CC(=O)N2CCN=C2S1	-27%
O=C(O)c1ccc2c(c1)C(=O)N([C@H](Cc1ccc(-c3ccccc3)cc1)C(=O)O)C2=O	-8%
CC1(C)C2CC[C@]1(C)[C@@H](O)C2	-13%
COc1ccc(-c2nnc(SC(C)C(=O)O)o2)cc1 (stereo unspecified)	1%
COc1cccc(-c2cc(C(=O)Nc3ccc4c(c3)OCCO4)c3ccccc3n2)c1	-5%
CC(C)CCOc1ccc(N)cc1	13%
COC(=O)c1ccc(CSc2ccc3nnc(-c4cccnc4)n3n2)o1	-2%
Cc1cc2oc(=O)cc(-c3ccccc3)c2c(C)c1/C=C/c1ccc(F)cc1	8%[88.6 µM]
Cc1noc(C(=O)Nc2ccc(Cl)cc2)c1Cl	3%

Next entries follow:
Structure	GCN5L2 inh
CSc1ccc(C2c3c(oc4ccccc4c3=O)C(=O)N2CCCN2CCOCC2)cc1 (stereo unspecified)	-13%
O=C(O)c1cccc(C(=O)O)n1	-5%
CCOc1ccccc1C1CC(=O)Nc2c1c(=O)n(C)c1ncnn21 (stereo unspecified)	1%
CCn1ccc2cc(S(=O)(=O)N3CCCN(C(=O)Nc4cccc(Cl)c4)CC3)ccc21	-2%
N=C(N)N1Cc2ccccc2C(O)C1 (stereo unspecified)	41%[activator]
CC[C@H](C)[C@H](NC(=O)[C@H](Cc1cnc[nH]1)NC(=O)[C@@H](N)CCC(=O)O)C(=O)N1CCC[C@H]1C(=O)N[C@@H](C)C(=O)O	19%
CC1CC(C)CN(C2CCN(Cc3cccnc3)CC2)C1 (stereo unspecified)	-8%
CC[C@H](C)[C@H](NC(=O)[C@@H](N)CCC(=O)O)C(=O)N[C@@H](CC(C)C)C(=O)N[C@@H](CC(=O)O)C(=O)N[C@H](C(=O)N1CCC[C@H]1C(=O)N[C@@H](CO)C(=O)N[C@H](C(=O)O)[C@@H](C)O)C(C)C	21%
C=C(C)[C@]12C[C@@H](C)[C@@]34OC(Cc5ccccc5)(O[C@@H]1[C@@H]3C=C(COC(=O)Cc1cc(OC)c(O)cc1I)C[C@]1(O)C(=O)C(C)=C[C@@H]41)O2	-10%
CC(=O)O[C@@H]1CC[C@@]2(C)[C@H](C1)[C@H](OC(C)=O)C[C@@H]1[C@@H]2C[C@H]2[C@@H]3CN4C[C@H](C)CC[C@H]4[C@H](C)[C@H]3CC[C@@]12O	-6%
CC1(C)CN=C(N2CCN(c3ncnc4sc5c(c34)CCCC5)CC2)S1	-13%
Cc1ccccc1NC(=O)CSc1nccn1C	-1%
COC(=O)c1ccc(CSCc2ccc(C#N)cc2)cc1	-18%
COc1ccccc1-c1cc(C(=O)N2CCc3ccccc3C2)c2ccccc2n1	-5%
CC[C@@H]1Cn2c(c3nc(-c4cc(Cl)cc(Cl)c4Cl)nc-3n(C)c2=O)N1	u

4 entries from above in a different format:
CCn1ccc2cc(S(=O)(=O)N3CCCN(C(=O)Nc4cccc(Cl)c4)CC3)ccc21
  GCN5L2 inh: -2%

N=C(N)N1Cc2ccccc2C(O)C1 (stereo unspecified)
  GCN5L2 inh: 41%[activator]

CC[C@H](C)[C@H](NC(=O)[C@H](Cc1cnc[nH]1)NC(=O)[C@@H](N)CCC(=O)O)C(=O)N1CCC[C@H]1C(=O)N[C@@H](C)C(=O)O
  GCN5L2 inh: 19%

CC1CC(C)CN(C2CCN(Cc3cccnc3)CC2)C1 (stereo unspecified)
  GCN5L2 inh: -8%

Remaining list, next part
Structure	GCN5L2 inh
Cc1nc2c(c(=O)n1Cc1ccco1)c1nc3ccccc3nc1n2Cc1ccccc1	u
COc1ccc(C2CC(=O)Nc3c2c(=O)nc2c(C)cccn32)cc1 (stereo unspecified)	-5%
O=Nc1ccc(NOC(=O)c2ccc(Br)cc2)cc1	1%
C[C@@]12C=Cc3occc3[C@H]1CC[C@@]13C[C@@H](CC[C@H]12)[C@@](O)(CO)C3	2%
COc1cc(/C=N/NC(N)=O)ccc1OC(=O)c1ccc(C)cc1	-8%
O=C(N/N=C/c1cc([N+](=O)[O-])ccc1O)C1C2CCCCC21 (stereo unspecified)	-1%
Cc1cccc(-n2c(-c3ccco3)nc3nc4ccccc4nc32)c1	0%
O=C(CN1CCN(c2ccc(O)cc2)CC1)NC1CCCc2ccccc21 (stereo unspecified)	-2%
COc1ccc2nc3n(c(=O)c2c1)-c1ccccc1C(=O)NC3Cc1ccccc1 (stereo unspecified)	2%
O=C1c2ccccc2C(=O)N1OS(=O)(=O)c1ccccc1	-5%
COc1ccccc1NC(=O)C1=C(C)Nc2nnnn2C1c1ccc(C(F)(F)F)cc1 (stereo unspecified)	-6%
O=C(NCC12CC3CC(CC(C3)C1)C2)c1cc2nc(-c3ccccc3)cc(C(F)(F)F)n2n1	1%
Cc1ccc(NC(=O)CN2CCSc3ccc(S(=O)(=O)N4CCCC4)cc32)cc1C	-19%
COc1cc2c(C(=O)Nc3ccc4c(c3)OCO4)cn(CC(C)C)c(=O)c2cc1OC	-10%
O=S(=O)(c1ccccc1)N1CCCc2ccccc21	-1%
Cc1nc2ccccc2c(=O)n1/N=C1\C(=O)N(C)c2ccccc21	14%
Cc1ccc(C(=O)Nc2ccc(-c3nc4ccccc4s3)cc2C)cc1C	2%
Nc1nc2c(nc(Br)n2C2OC3COP(=O)(O)O[C@@H]3C2O)c(=O)[nH]1 (stereo partly specified)	3%
CCn1c(C)nc2cc(C(=O)N=Nc3c(O)[nH]c4c(C)cc(C)cc34)ccc21	1%
CC(=O)OCC(=O)[C@@]1(O)CC[C@@H]2[C@H]3CCC4=CC(=O)CC[C@]4(C)[C@]3(F)[C@@H](O)C[C@@]21C	u
CCCCCCN(C(=O)CCCCCN1C(=O)NC(c2ccc(-c3ccccc3)cc2)C(C(=O)OCc2ccccc2)=C1C)C(C(=O)NCCCC)c1ccc(-c2ccccc2)cc1 (stereo unspecified)	2%
O=C1C=CC(=O)c2c1ccc1c2ccc2ccccc21	-23%[21.4 µM]
CC(N)=NCCCC[C@@H](N)C(=O)O	1%
CCc1ccc(NC(=O)c2sc3nc(C)cc(C)c3c2NC(=O)c2ccccc2)cc1	2%
COc1ccc(N2CCN(C(=O)c3ccc4c(c3)NC(=O)C(CSCc3c(F)cccc3Cl)N4)CC2)cc1 (stereo unspecified)	u
CCCCCCC(=O)N(O)C1CC(=O)N(c2ccccc2)C1=O (stereo unspecified)	u
Cc1csc(CNc2ncnc3ccc(-c4cccnc4)cc23)c1	-1%&2%
COc1ccc2nc3cc(Cl)ccc3c(Nc3cc(CN4CCCC4)c(O)c(CN4CCCC4)c3)c2n1	-2%
Cc1ccc(S(=O)(=O)N2CCN(C3CCC(c4ccccc4)CC3)CC2)cc1 (stereo unspecified)	0%
CC(C)C[C@H](NC(=O)[C@H](Cc1ccccc1)NC(=O)[C@@H]1CCCN1C(=O)[C@H](CC(=O)O)NC(=O)[C@@H]1CCC(=O)N1)C(=O)N[C@@H](CCCN=C(N)N)C(=O)N[C@@H](Cc1ccccc1)C(N)=O	40%[activator]
COc1ccccc1C(=O)Nc1cccc(-c2cn3ccsc3n2)c1	-12%
N#Cc1cc2sc3nc4ccccc4n3c2cc1C#N	-2%
O=C(CN1C(=O)c2ccccc2C1=O)Oc1ccc(F)cc1	-6%

Source: PubChem BioAssay (National Center for Advancing Translational Sciences (NCATS))

An excerpt; rates above refer to the full screens.
